Tb PFK inh: inhibitors of T. brucei phosphofructokinase | O15648 | T. brucei PFK, ADP-Glo luminescence | Potency, µM (top dose mostly 57.5 µM), for inactives: at the highest dose activity, negative = inhibition, most hits filed as inhibitors | 0.17% of 330,000 active | AID 485367;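 also: potency is read from the fitted curve at half-maximal effect; 0% = uninhibited 1x PFK enzyme wells and -100% = no-enzyme wells; nearly all actives have a fitted effect of over 60% in size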
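Activity is normalized to no-enzyme wells (full inhibition) and 1.25 nM enzyme wells (no inhibition). Reaction: 0.5 mM F6P, 0.1 mM ATP, 45 min RT, ADP-Glo luminescence; concentration-response curves fitted and classed by quality.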
BRCA1 expr act: BRCA1 expression activation; 1.1% of 380,000 active; MCF7-BRCA1-FFLuc reporter, luminescence, 48 h; response scale: scaled: vehicle 0%, 10 µM genistein 100%; AID 624202; Potency, µM (doses to about 46.1 µM), without a hit: at the top dose activation, hits mostly activators; also: potency is read from the fitted curve at half-maximal effect; nearly all actives have a fitted effect of over 80% in size; some results filed as inactive show a strong effect at the top dose
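Luminescence from a BRCA1-driven firefly luciferase in MCF7 cells was read after 48 h compound exposure at 37 C. Data normalized against DMSO and a 10microM genistein activation control, then curve-fitted across the titration.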
FLuc modulator: counter-screen for miR-21 project: firefly luciferase inhibitors or activators. AID 588342. Potency, µM (highest dose often 57.5 µM), for inactives: top-dose activity change, negative = inhibition, actives largely listed as inhibitors. 6.9% of 360,000 active. purified FLuc, Km substrates, luminescence inhibition;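 also: potency is read from the fitted curve at half-maximal effect; plate controls were vehicle for no effect and reference inhibitor for full effect; nearly all actives have a fitted effect of over 55% in size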
Target sequence (P08659 whole entry, looked up): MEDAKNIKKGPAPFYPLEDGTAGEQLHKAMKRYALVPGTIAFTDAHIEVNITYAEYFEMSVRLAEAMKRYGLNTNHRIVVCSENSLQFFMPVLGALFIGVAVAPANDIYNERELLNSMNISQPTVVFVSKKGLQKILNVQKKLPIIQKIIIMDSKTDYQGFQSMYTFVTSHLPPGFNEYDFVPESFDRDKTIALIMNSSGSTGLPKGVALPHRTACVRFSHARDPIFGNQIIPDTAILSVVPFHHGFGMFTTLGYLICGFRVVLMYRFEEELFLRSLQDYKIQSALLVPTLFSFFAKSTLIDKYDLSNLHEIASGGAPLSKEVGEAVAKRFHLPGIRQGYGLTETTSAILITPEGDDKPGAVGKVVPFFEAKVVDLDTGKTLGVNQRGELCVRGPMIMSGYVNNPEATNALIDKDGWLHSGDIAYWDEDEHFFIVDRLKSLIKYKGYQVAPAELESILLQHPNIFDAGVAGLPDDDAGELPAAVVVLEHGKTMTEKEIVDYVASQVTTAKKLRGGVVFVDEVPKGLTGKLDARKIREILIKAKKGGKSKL
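Biochemical qHTS of compounds, final roughly 60 µM downward over six points, against 10 nM purified firefly luciferase using Km concentrations of substrates (10 uM D-luciferin, 10 uM ATP) in Tris acetate pH 7.5 buffer; luminescence output.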
VP16 counter: counter-screen for ROR gamma inhibitors: Gal4-VP16 reporter; Drosophila S2 Gal4-VP16 UAS-luciferase, luminescence, 20 h; Potency, µM (top dose mostly 53.6 µM), for the others: at the highest dose activity, negative = inhibition, most hits filed as inhibitors; 3.5% of 310,000 active; AID 2546;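 also: Gal4-VP16 expression switched on by copper sulfate through the metallothionein promoter; potency is read from the fitted curve at half-maximal effect; % is scaled to controls: 0 for no effect and ±100 for the full control effect; nearly all actives have a fitted effect of over 50% in size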
p53 reactivator: restores transcriptional activity of mutant p53 | H1299 p53-A138V BP100-luciferase reporter, luminescence, 24 h | Potency, µM (titrated, usually from 92.2 µM), inactives show top-dose activity change, positive = activation, most hits filed as activators | 0.063% of 320,000 active; also: potency is read from the fitted curve at half-maximal effect; % of control where 0% means no effect; nearly all actives have a fitted effect of over 45% in size
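H1299 (p53-null), stable ts p53-A138V + BP100-Luc; 1000 cells/well, Opti-MEM/10% FBS; cpd 4 pt, 1:5; 24 h, 37 deg C, 5% CO2; detection reagent 10 min RT; luminescence.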
Rab9 prom act: Rab9 promoter activation. Huh7 Rab9 promoter-luciferase reporter, luminescence, 24 h. 2.8% of 320,000 active. Potency, µM (top dose mostly 9.22 µM), for inactives: top-dose activation, negative = inhibition, actives largely listed as activators; also: potency is read from the fitted curve at half-maximal effect; % of control where 0% means no effect; nearly all actives have a fitted effect of over 60% in size
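Measured in stably transfected Huh7 cells bearing a Rab9 promoter–luciferase construct: 24 h compound treatment at 37 °C, followed by luminescence detection.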
TRPV1 agonist: agonists of human vanilloid receptor 1 (TRPV1); Q8NER1; TRPV1-expressing cells, Fluo-8 calcium influx, agonist mode; activation, % at 8.33 µM; 0.19% of 320,000 active; AID 540275; in the data active = activation above about 80%; inconclusive = between about 30% and that limit; also: 0% is about no effect
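Cells expressing TRPV1 were dye-loaded with Fluo-8 and read kinetically: 10 s baseline, 3 min after compound (agonist portion), then 2 min after EC20 capsaicin (allosteric enhancer portion). Calcium-bound dye fluorescence at 480/520 nm.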
ELG1 genotox: genotoxicity induction in ELG1-luciferase HEK293T cells; 1.3% of 330,000 active; HEK293T ELG1-luciferase reporter, luminescence, 16 h; Potency, µM (top dose mostly 46 µM), for the others: at the highest dose activity change, positive = activation, usual class: activators; also: potency is read from the fitted curve at half-maximal effect; % of control where 0% means no effect; nearly all actives have a fitted effect of over 60% in size
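Reporter readout depends on ELG1 protein level, which increases with genetic stress. After 16 hr compound exposure at 37 °C, luciferase activity was quantified using ONE-Glo.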
NPC1 promoter act: activates the NPC1 promoter. 2.4% of 320,000 active. Huh7 NPC1 promoter luciferase reporter, 24 h. Potency, µM (titrated, usually from 9.22 µM), without a hit: top-dose activation, usual class: activators. AID 485313;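 also: potency is read from the fitted curve at half-maximal effect; % of control where 0% means no effect; nearly all actives have a fitted effect of over 60% in size; reporter is driven by a mutant NPC1 promoter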
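Cells: Huh7 expressing luciferase under the NPC1 promoter, 1500/well. Seeded 2 h, compound added, incubated 24 h at 37 °C. Luciferase reagent, 10 min ambient, then luminescence.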
RORgamma inh: blocks mouse ROR gamma transcriptional activity. 5.4% of 310,000 active. Potency, µM (highest dose often 53.6 µM), for the others: top-dose activity change, negative = inhibition, usual class: inhibitors. Drosophila S2 Gal4-RORgamma UAS-luciferase reporter, 20 h. P51450; also: potency is read from the fitted curve at half-maximal effect; % is scaled to controls: 0 for no effect and ±100 for the full control effect; nearly all actives have a fitted effect of over 60% in size
Target sequence (P51450 whole entry, looked up, the tested form may be a part): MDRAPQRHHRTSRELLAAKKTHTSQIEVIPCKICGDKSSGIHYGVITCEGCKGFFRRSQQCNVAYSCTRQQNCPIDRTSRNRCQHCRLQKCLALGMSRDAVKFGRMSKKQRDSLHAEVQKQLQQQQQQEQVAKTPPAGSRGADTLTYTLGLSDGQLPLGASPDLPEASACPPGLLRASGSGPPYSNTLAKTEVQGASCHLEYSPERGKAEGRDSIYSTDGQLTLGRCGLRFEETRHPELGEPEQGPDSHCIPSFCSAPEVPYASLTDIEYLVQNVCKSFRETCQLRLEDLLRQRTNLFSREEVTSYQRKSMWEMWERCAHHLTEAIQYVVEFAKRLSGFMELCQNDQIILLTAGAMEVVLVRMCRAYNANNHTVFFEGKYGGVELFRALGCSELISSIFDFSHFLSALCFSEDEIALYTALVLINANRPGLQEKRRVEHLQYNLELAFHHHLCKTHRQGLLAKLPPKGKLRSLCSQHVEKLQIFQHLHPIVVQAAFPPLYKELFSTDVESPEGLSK
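Using a luciferase readout, inhibitors were identified by reduced reporter activity in Drosophila cells coexpressing a copper-inducible Gal4–ROR gamma fusion and UAS-driven Photinus luciferase, incubated 20 hr after 700 uM copper sulfate.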
ELG1 repair inh: blocks ELG1-dependent DNA repair in HEK293T cells; HEK293T ELG1-luciferase reporter, luminescence, 16 h; DNA damage induced by 5-fluorouridine; Potency, µM (top dose mostly 46.1 µM), for the others: top-dose activity change, negative = inhibition, most hits filed as inhibitors; 2.3% of 330,000 active; also: potency is read from the fitted curve at half-maximal effect; % is scaled to controls: 0 for no effect and ±100 for the full control effect; nearly all actives have a fitted effect of over 55% in size
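HEK293T cells expressing luciferase-tagged ELG1 (2,000/well) received 5-Fluorouridine plus compound or DMSO for 16 hr at 37 °C. Luciferase was read by ONE-Glo luminescence after 30 min at room temperature.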
* = called active by the depositor; ? = inconclusive; . = not tested or not shown; & = joins results of further samples; [ ] = dose if it differs, or a comment. Unless noted, calls follow the shape of the dose curve; as a rule, active = well fitted curve in the direction sought with a large enough effect; inconclusive = small, poorly fitted or top-dose-only effect, or another doubt; inactive = no such curve, though single readings can be large; an effect the other way counts as inactive or inconclusive.

molecule	Tb PFK inh	BRCA1 expr act	FLuc modulator	VP16 counter	p53 reactivator	Rab9 prom act	TRPV1 agonist	ELG1 genotox	NPC1 promoter act	RORgamma inh	ELG1 repair inh
CCOC(=O)c1c(CN2CCOCC2)n(-c2ccccc2)c2cc(Br)c(OC)cc12	-4.2%	-61.6%	0.7%	-2.5%	4.5%	-3.4%	-3.2	-11.8%	-4.0%	-23.6%	?
Cc1cc(N/N=C/c2ccc(O)c(C)c2O)nc(-c2ccccc2O)n1	15.0%	-96.8%	?	-29.7%	?	0.1%	-1.4	-6.5%	-1.4%	-33.0%	2.91µM*
NCCCC[C@H](N)c1nnc([C@H](CCC(=O)O)NC(=O)C2CCNCC2)o1	0.0%	-0.9%	0.2%	-19.8%	-2.7%	-0.1%	-2.2	0.0%	-3.6%	-14.8%	6.6%
CCOc1cccc(/C=N/N2C(C)CCCC2C)c1O (centres undefined)	1.7%	-27.0%	16.9µM*	29.2%	8.5%	3.6%	-1.8	6.5%	-0.6%	-7.9%	21.8%
CC1CCCN(CCCNC(=O)CCn2nc(-c3ccccc3)ccc2=O)C1 (centres undefined)	4.1%	-7.0%	-1.8%	-11.4%	-17.4%	-9.5%	.	3.7%	-1.4%	10.9%	0.1%
O=C(Cn1[nH]c(=O)c2ccccc2c1=O)NNC(=O)c1ccccc1	0.7%	-0.8%	-0.9%	-11.4%	15.8%	0.4%	-0.2	1.7%	-2.9%	5.7%	1.7%
CCC1CCCCN1CCNC(=O)C1CCCN(S(=O)(=O)c2cccc3nsnc23)C1 (centres undefined)	-4.2%	-4.7%	2.9%	-10.1%	10.0%	-3.0%	-0.5	1.5%	0.8%	0.6%	?
O=C(CC(NS(=O)(=O)c1ccc(Cl)cc1)c1ccco1)NCc1ccco1 (centres undefined)	0.3%	63.8%	2.4%	-17.2%	-3.8%	5.7%	3.7	0.7%	-6.2%	?	2.8%
CC(C)c1ccc(NC(=O)CCN2C(=O)c3ccc([N+](=O)[O-])cc3C2=O)cc1	-0.6%	-17.4%	3.8%	-1.4%	5.0%	2.3%	?	1.9%	1.0%	-35.1%	-0.1%
CC(=O)Oc1cccc(N2C(=O)C3C4C=CC(C4=C(C)C)C3C2=O)c1 (centres undefined)	5.0%	34.2%	-10.6%	-15.4%	14.5%	1.1%	0.1	-5.7%	4.5%	?	-2.2%
Nc1ccc(C(=O)NC2CCSc3ccccc32)cc1[N+](=O)[O-] (centres undefined)	-9.5%	46.4%	?	7.94µM*	-1.9%	-9.4%	?	1.3%	-8.0%	?	?
Cc1cc(N2C(=O)C3C4c5ccccc5C(c5ccccc54)C3C2=O)no1 (centres undefined)	-1.9%	-13.4%	0.8%	-1.8%	-4.4%	-5.6%	-2.3	-18.1%	-0.4%	6.5%	?

Compound profiles, from the list above.
Listed for `CCOc1cccc(/C=N/N2C(C)CCCC2C)c1O` (centres undefined) : Tb PFK inh = 1.7%; BRCA1 expr act = -27.0%; FLuc modulator = 16.9µM*; VP16 counter = 29.2%; p53 reactivator = 8.5%; Rab9 prom act = 3.6%; TRPV1 agonist = -1.8; ELG1 genotox = 6.5%; NPC1 promoter act = -0.6%; RORgamma inh = -7.9%; ELG1 repair inh = 21.8%
Listed for `NCCCC[C@H](N)c1nnc([C@H](CCC(=O)O)NC(=O)C2CCNCC2)o1` : Tb PFK inh = 0.0%; BRCA1 expr act = -0.9%; FLuc modulator = 0.2%; VP16 counter = -19.8%; p53 reactivator = -2.7%; Rab9 prom act = -0.1%; TRPV1 agonist = -2.2; ELG1 genotox = 0.0%; NPC1 promoter act = -3.6%; RORgamma inh = -14.8%; ELG1 repair inh = 6.6%

(cont.)
molecule	Tb PFK inh	BRCA1 expr act	FLuc modulator	VP16 counter	p53 reactivator	Rab9 prom act	TRPV1 agonist	ELG1 genotox	NPC1 promoter act	RORgamma inh	ELG1 repair inh
CCOC(=O)N1CCN(C(=O)/C=C/c2ccc(C(C)(C)C)cc2)CC1	0.6%	1.0%	?	-17.0%	-9.9%	-0.6%	?	-6.5%	-1.2%	?	?
Cc1cccc(N2CN(Cc3ccco3)CNC2=S)c1	-6.5%	0.2%	-1.6%	?	-10.4%	-5.9%	0.9	0.9%	-2.1%	11.2µM*	37.4%
COc1ccc(C)cc1NC(=O)c1cc(S(=O)(=O)N2CCOCC2)cn1C	0.4%	-8.7%	5.1%&-15.4%	1.4%	.	-0.2%	1.3	3.7%	-1.1%	9.7%	-2.4%
O=S(=O)(c1ccccc1)N1N=C(c2ccc(Br)cc2)CC1c1ccco1 (centres undefined)	-0.1%	-39.8%	2.0%	2.7%	-6.1%	0.5%	2.0	-5.1%	-5.4%	8.5%	?
CN(C)CCNC(=O)c1ccc(Cl)s1	-0.7%	3.0%	0.3%	-2.7%[0.365 µM]	-6.5%	5.4%	-7.5	0.3%	-0.8%	-4.4%	?
COc1cccc(C(=O)n2cnnc2N)c1OC	-2.6%	2.6%	-2.0%	-15.3%	8.2%	-3.7%	-1.8	3.3%	-1.4%	5.9%	0.4%
CCN(CC)CCNC(=O)c1c(C)oc2cc(Br)c(OC)cc12	0.4%	5.0%	-2.3%	-6.0%	-3.2%	-3.9%	-2.0	0.6%	1.5%	-24.5%	8.2%
O=C(Nc1cc(Cl)ccn1)C1CCN(S(=O)(=O)c2cccs2)CC1	1.5%	-76.3%	-0.9%	-5.6%	2.9%	-16.6%	25.3	-7.9%	-11.1%	?	8.2µM*
CCOC(=O)C1CCN(C(=O)CN2C(=O)c3ccccc3S2(=O)=O)CC1	5.1%	10.5%	-2.0%	.	?	2.8%	-6.6	4.1%	16.4%	.	?
COCC(C)n1c(SCC(=O)N(C)C2CCS(=O)(=O)C2)nc2ccccc2c1=O (centres undefined)	2.1%	-1.9%	-1.5%	2.2%	-1.7%	1.3%	0.0	3.3%	-6.0%	15.4%	7.9%
CCN1C(=O)c2cccc3c(S(=O)(=O)NCc4cccnc4)ccc1c23	-3.6%	-14.5%	0.3%	-18.4%	-6.3%	-1.4%	1.7	9.5%	-1.9%	-2.8%	14.6%
O=C(c1ccccc1-c1ccccc1)N1CCN(c2ccccn2)CC1	-7.0%	-61.8%	5.7%	-7.2%	-7.3%	-28.6%	-0.3	9.9%	-29.7%	22.1%	-9.1%
Cc1cnc(C(=O)OCC(=O)NCc2ccc3c(c2)OCO3)cn1	-4.1%	-12.6%	-2.1%	8.0%	1.5%	-1.2%	-4.4	4.9%	-4.3%	-1.1%	-1.2%
CCOC(=O)C1CCN(C(=O)Cn2cc(C(=O)OC)c3ccccc32)CC1	3.4%	-32.2%	5.0%	5.7%	-1.6%	7.4%	0.8	-2.6%	-1.3%	22.9%	2.3%
COc1ccc2cc(/C=N/NC(=O)CSCc3ccc([N+](=O)[O-])cc3)c(Cl)nc2c1	-0.7%	-12.2%	3.5%	-1.3%	9.2%	1.4%	-1.3	-2.1%	0.6%	9.5%	-5.7%
CCCc1cc(C(=O)N2CCCC(N3CCN(c4ccc(F)cc4)CC3)C2)no1 (centres undefined)	0.4%	-11.3%	-1.7%	2.2%	-5.5%	-4.2%	7.2	-7.2%	-0.3%	15.5%	-13.7%
Cc1ccccc1OC(=O)n1c(=S)oc2cc(Cl)ccc21	-5.4%	-1.8%	?	?	14.6%	-16.4%	-1.9	-3.0%	0.3%	?	4.3%
CCOC(=O)C1CCN(C(=O)Cc2ccc(-c3ccccc3)cc2)CC1	1.1%	-15.6%	-9.1%	6.4%	22.0%	-0.7%	?	-3.0%	-1.5%	0.2%	?
CCn1c(N2CCN(CC(=O)Nc3cccc(C)c3C)CC2)nc2ccccc21	-1.4%	-3.3%	1.4%	-3.1%	-9.0%	0.7%	-1.3	-5.1%	-6.0%	-1.9%	?
CCc1nc2oc3ccccc3c(=O)c2c(=O)n1-c1ccc(C)cc1	3.5%	61.0%	16.9µM*	16.5%	?	23.3%	0.5	?	16.2%	31.4%	?
CC(CC(=O)Nc1nc2ccccc2[nH]1)c1ccccc1 (centres undefined)	-1.6%	104.1%	12µM*	4.47µM*	?	3.98µM*	1.6	?	4.47µM*	?	?

From PubChem
